RECQ1 helicase – inhibitors of human RECQ1 DNA helicase. P46063. RECQ1 DNA unwinding, red fluorescence kinetic read. Potency, µM (doses to about 57.3 µM), without a hit: at the top dose activity, negative = inhibition, hits mostly inhibitors. actives 0.54% (n = 240,000). AID 2549;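 further: plate controls were vehicle for no effect and no enzyme for full effect; nearly all actives have a fitted effect of over 30% in size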
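50 nM RECQ1T1 preincubated 15 min with compound in Tris pH 8.0 buffer with MgCl2, DTT, Tween-20 and 2.5 ug/ml poly(dI-dC); started with 200 nM TAMRA/BHQ-2 forked duplex and 2 mM ATP. Unwinding read as fluorescence (525/598 nm), two reads 2 h apart.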
L3MBTL1 inh – inhibitors of human L3MBTL1 | Q9Y468 | AlphaScreen L3MBTL1–H3K9me1 peptide binding | Potency, µM (highest dose often 57.1 µM), for the others: at the top dose activity, negative = inhibition, actives largely listed as inhibitors | actives 0.66% (n = 230,000); further: on the % scale 0 is the no-effect control and ±100 the full control effect; nearly all actives have a fitted effect of over 60% in size
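First, the protein-peptide complex forms for 30 min at room temperature (L3MBTL1 50 nM, biotinylated H3K9me1 peptide 75 nM). Next, compounds are pin-transferred and incubated 30 min. Finally, AlphaScreen beads are added and read after 30 min.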
TRb SRC2 PPI – TRbeta-SRC2 interaction inhibition; actives 0.065% (n = 280,000); TRbeta-SRC2 peptide binding, fluorescence polarization; receptor liganded with 1 µM T3; Potency, µM (doses to about 106 µM), inactives show at the highest dose activity change, negative = inhibition, most hits filed as inhibitors; AID 1469; P10828;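 further: plate controls were bound peptide for no effect and peptide without receptor for full effect; nearly all actives have a fitted effect of over 50% in size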
Target sequence (P10828 whole entry, looked up): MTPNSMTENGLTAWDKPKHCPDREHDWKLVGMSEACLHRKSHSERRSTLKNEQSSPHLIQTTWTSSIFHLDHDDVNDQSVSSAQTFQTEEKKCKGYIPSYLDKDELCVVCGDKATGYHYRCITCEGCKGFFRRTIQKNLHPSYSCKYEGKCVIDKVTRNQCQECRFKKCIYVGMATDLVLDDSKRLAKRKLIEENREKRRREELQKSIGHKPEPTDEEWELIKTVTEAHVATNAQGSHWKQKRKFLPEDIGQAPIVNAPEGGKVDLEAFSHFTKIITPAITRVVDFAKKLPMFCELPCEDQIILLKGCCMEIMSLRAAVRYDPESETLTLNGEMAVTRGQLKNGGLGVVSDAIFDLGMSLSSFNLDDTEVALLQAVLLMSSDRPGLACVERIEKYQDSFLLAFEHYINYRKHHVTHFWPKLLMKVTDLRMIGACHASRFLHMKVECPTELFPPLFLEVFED
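Quantitative HTS by FP: 0.6 uM TRb LBD, 20 nM labeled SRC2 20-mer, 1 uM T3, 5% DMSO; 5 hr ambient incubation; % activity per concentration and potencies from concentration series.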
TR SRC2 fluor cs – Texas Red fluorescence interference in TRb-SRC2 counter-screen | actives 0.29% (n = 280,000) | AID 1479 | Potency, µM (highest dose often 106 µM), for inactives: top-dose fluorescence change, negative = quenching | TRb/SRC2 Texas Red total fluorescence interference; active means well fitted curve in either direction with a large enough effect; inconclusive means small, poorly fitted or top-dose-only effect; further: on the % scale 0 is the no-effect control and ±100 the full control effect
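Human TRb ligand-binding domain at 0.6 uM with 20 nM Texas Red SRC2 peptide in Tris buffer containing 1 uM T3 and 5% DMSO, incubated with compound 5 h at ambient temperature. Total fluorescence (555/632 nm) calculated as parallel + 2 × perpendicular.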
Tau FP inhib – blocks human tau fibril formation measured by polarization | P10636 | K18 P301L tau heparin fibrillization, Alexa594 FP, 6 h | Potency, µM (series often up to 57.7 µM), without a hit: at the highest dose activity, negative = inhibition, hits mostly inhibitors | actives 0.39% (n = 280,000) | AID 1468; further: on the % scale 0 is the no-effect control and ±100 the full control effect; nearly all actives have a fitted effect of over 55% in size
Target sequence (P10636 561-689 P618L limits assumed): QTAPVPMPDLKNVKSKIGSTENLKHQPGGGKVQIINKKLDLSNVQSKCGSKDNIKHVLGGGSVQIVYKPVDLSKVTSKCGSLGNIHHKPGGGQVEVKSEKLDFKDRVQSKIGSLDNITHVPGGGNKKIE
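Steps: dispense K18 P301L tau (15 uM plus 0.24 uM Alexa 594 tracer, final) in pH 7 sodium acetate; add compound; add heparin (20 uM final); incubate 6 hr, 37 C; add ThT (30 uM final); after 1 hr ambient, read FP.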
HTT ATP protect – Huntington cell model cytoprotection by ATP luminescence; AID 1471; actives 0.14% (n = 230,000); Potency, µM (titrated, usually from 56.4 µM), for inactives: cytoprotection (ATP increase), hits mostly activators; PC12 HTT-Q103 induced, cytoprotection, ATP luminescence, 40 h;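 further: % of control where 0% means no effect; nearly all actives have a fitted effect of over 45% in size; toxic huntingtin expression switched on by the ecdysone agonist tebufenozide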
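Cells were plated at 1500 per well in phenol red-free DMEM with 5% equine and 5% calf serum. Tebufenozide (100 nM final) and compounds were added, then ATPlite reagent, and luminescence was read.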
Tau ThT inhib – tau fibrillization inhibition (ThT binding) | P10636 | actives 2.1% (n = 270,000) | AID 1460 | Potency, µM (top dose mostly 57.4 µM), without a hit: at the top dose activity, negative = inhibition, actives largely listed as inhibitors | recombinant tau K18 P301L, heparin-induced fibrillization, ThT fluorescence; further: on the % scale 0 is the no-effect control and ±100 the full control effect; nearly all actives have a fitted effect of over 55% in size
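Tau K18 P301L fragment (15 uM unlabeled plus 0.24 uM Alexa 594-labeled) in 100 mM sodium acetate pH 7 with compound, fibrillization induced by 20 uM heparin for 6 hr at 37 C. Thioflavin T (30 uM) added, fluorescence read after 1 hr (ex 450, em 510 nm).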
Tau fluor cs – counter-screen for tau fibril formation inhibitors | tau K18 P301L (four-repeat tau fragment) Alexa594 fluorescence, heparin fibrillization | Potency, µM (series often up to 57.7 µM), inactives show at the top dose activity change, negative = decrease | actives 0.93% (n = 280,000) | AID 1463; further: on the % scale 0 is the no-effect control and ±100 the full control effect; nearly all actives have a fitted effect of over 55% in size
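Human K18 P301L tau (15 uM unlabeled plus 0.24 uM Alexa 594-labeled, final) in 100 mM sodium acetate pH 7 was mixed with compound and 20 uM heparin and incubated 6 hr at 37 C.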
An asterisk follows results filed as active; i = inactive; u = inconclusive; x = not tested or not shown; [ ] = another dose, or the depositor's remark. Unless noted, the call rests on the fitted dose curve; in most records, active means well fitted curve in the direction sought with a large enough effect; inconclusive means small, poorly fitted or top-dose-only effect, or another doubt; inactive means no such curve, though single readings can be large; an effect the other way counts as inactive or inconclusive. Potency means the concentration at half of the fitted maximal effect.

Preview, 6 compounds:
SMILES | RECQ1 helicase | L3MBTL1 inh | TRb SRC2 PPI | TR SRC2 fluor cs | Tau FP inhib | HTT ATP protect | Tau ThT inhib | Tau fluor cs
Cc1cc(=O)[nH]c2c3ccccc3nn12 | -6% | x | 4% | 1% | -6% | -15% | -6% | -9%
COc1cc(/C=N/Nc2nc3ccccc3[nH]2)ccc1O | -27% | -13% | 7% | -11% | u | 3%[10 µM] | 5µM* | u
CCCC[C@@H]1CNC(=S)N1CCc1cccc(F)c1 | -21% | 5% | 1% | 0% | 3% | -5%[10 µM] | 3% | -6%
CC(C)(C)c1ccccc1NC(=S)NC1CCCCC1 | -4% | -1% | -7% | 1% | 0% | -34%[inhibitor] | -2% | -5%
CCCn1c(SCC(=O)NCc2ccccc2)nnc1-c1ccncc1 | i | x | 2% | -1% | -2% | 16%[10 µM] | -9% | -4%
Cc1nnc(SCC(=O)N(C)c2ccccc2)n1Cc1ccccc1 | 1% | x | -1% | 0% | -2% | 13% | -10% | -8%

The listing, repeating the preview:
SMILES | RECQ1 helicase | L3MBTL1 inh | TRb SRC2 PPI | TR SRC2 fluor cs | Tau FP inhib | HTT ATP protect | Tau ThT inhib | Tau fluor cs
Cc1cc(=O)[nH]c2c3ccccc3nn12 | -6% | x | 4% | 1% | -6% | -15% | -6% | -9%
COc1cc(/C=N/Nc2nc3ccccc3[nH]2)ccc1O | -27% | -13% | 7% | -11% | u | 3%[10 µM] | 5µM* | u
CCCC[C@@H]1CNC(=S)N1CCc1cccc(F)c1 | -21% | 5% | 1% | 0% | 3% | -5%[10 µM] | 3% | -6%
CC(C)(C)c1ccccc1NC(=S)NC1CCCCC1 | -4% | -1% | -7% | 1% | 0% | -34%[inhibitor] | -2% | -5%
CCCn1c(SCC(=O)NCc2ccccc2)nnc1-c1ccncc1 | i | x | 2% | -1% | -2% | 16%[10 µM] | -9% | -4%
Cc1nnc(SCC(=O)N(C)c2ccccc2)n1Cc1ccccc1 | 1% | x | -1% | 0% | -2% | 13% | -10% | -8%
Cc1ccc(S(=O)(=O)Cc2ccc(C(=O)N3CCN(c4cccc(C)c4C)CC3)o2)cc1 | x | -6% | -6% | 4% | 11% | x | -17% | -6%
O=C(NCc1ccccc1)C(c1cccnc1)N(Cc1ccco1)C(=O)c1ccccn1 (configuration not stated) | 4% | 3% | -5% | 2% | -5% | -10%[10 µM] | 0% | -1%
CCn1cc(C(=O)NCCc2ccc(OC)c(OC)c2)c(=O)c2cc(S(=O)(=O)N3CCc4ccccc4C3)ccc21 | x | x | 3% | 0% | -2% | x | -9% | -28%
O=C(COc1ccc2ccccc2c1)Nc1ccc(Cc2ccncc2)cc1 | -19% | 4% | 0% | 0% | -5% | -17% | -3% | -7%
CCc1nn(CC(=O)NC(C)CCc2ccccc2)c(=O)c2cc3c(OC)cccc3n12 (configuration not stated) | x | x | 3% | 6% | -4% | x | 10% | 6%
Cc1ccc(NC(=O)CN2C(=O)CC(c3ccco3)Sc3ccccc32)cc1Cl (configuration not stated) | x | x | -2% | -10% | -14% | x | 3% | -6%
COC(=O)c1ccccc1NC(=O)CSc1ncn[nH]1 | -4% | x | -2% | 0% | -3% | 2%[10 µM] | x | 1%
Cc1[nH]c2ccccc2c1Cc1n[nH]c(=S)n1C | 5% | -5% | -16% | -5% | -3% | -13%[1.9 µM] | -11% | -5%
CCOC(=O)c1[nH]c(C)c(CCC(=O)NCc2ccc(OC(C)C)cc2)c1C | x | x | -6% | -2% | -2% | x | -1% | -6%
COc1ccc(CCNC2CC(=O)N(CCc3ccccc3)C2=O)cc1OC (configuration not stated) | -4% | 9% | -4% | 1% | -3% | -15% | -14% | -7%
CC(C1CC1)N(Cc1ccccc1)C(=S)Nc1cccc(C(F)(F)F)c1 (configuration not stated) | -10% | 13% | 3% | 2% | -7% | 18%[10 µM] | -6% | -16%
O=C(Cc1cccs1)NCCN1CCOCC1 | -9% | 6% | -4% | -2% | 5% | -4%[10 µM] | -2% | 0%
Cc1scc(C(=O)NNC(=O)CCC(=O)O)c1C | -1% | 15% | 0% | -3% | -2% | 32%[10 µM] | -3% | 0%
COc1ccc(CN2CCC(N(CCc3ccccc3)Cc3ccccc3)CC2)c(OC)c1 | -10% | x | -5% | -1% | -12% | -31%[inhibitor] | -11% | -12%
CCOC(=O)c1ccc(N=c2sc(C(=O)OC)cc(=O)n2-c2ccc(C(=O)OCC)cc2)cc1 | i | -9% | 8% | -1% | -6% | x | -19% | -12%
Cc1cccc(C)c1NC(=O)C1=C(O)c2sccc2N(C)S1(=O)=O | 1% | 28% | -6% | -2% | 5% | -5%[10 µM] | -3% | 3%
Cc1ccc(C(=O)Nc2cccc(O)c2)cc1S(=O)(=O)N1CCCCCC1 | x | x | 2% | 5% | u | x | 8% | -25%
CCCC1C(C#N)=C(N)Oc2n[nH]c(C(C)(C)C)c21 (configuration not stated) | -4% | 3% | 3% | 0% | -4% | -1%[1.9 µM] | -14% | -9%
CCCCCC(=O)NNC1=NCC(Cc2ccccc2)S1 (configuration not stated) | -8% | x | -2% | -1% | 4% | -6% | -7% | -8%
COc1ccc2[nH]c3c(c2c1)CCC/C3=N\N | 0% | 2% | 0% | -2% | 2% | -2%[10 µM] | u | u
COc1ccc(-c2nnc(SCC(=O)N3CCc4ccccc4C3)o2)cc1 | -4% | x | -5% | -9% | -1% | 6%[10 µM] | u | -18%
Cc1ccc(-n2c(=O)c3c(cnn3C)n(Cc3ccccc3F)c2=O)cc1 | x | x | 0% | -2% | -12% | x | -12% | -21%
COC(=O)c1ccc(C(=O)OC)c(NC(=S)N2CCCC(C)C2)c1 (configuration not stated) | -6% | -8% | -1% | 0% | -9% | x | -13% | -13%
CCCc1ccc(OCc2ccc(C(=O)Nc3ccccc3C(=O)OC)o2)cc1 | x | x | -1% | 1% | -4% | x | u | -22%
COC(=O)c1sc(C(C)(C)C)cc1CSc1ccccc1 | -6% | 47%[activator] | -3% | -7% | -14% | -5%[10 µM] | -5% | -7%
CCOC(=O)c1sc(NC(=O)CCN2C(=O)c3ccccc3C2=O)c(C(=O)OCC)c1C | -2% | 14% | 6% | 0% | -1% | 14%[10 µM] | -18% | -10%
Cc1ccccc1CNC(=O)c1ccc(CSc2nc3cccnc3n2Cc2ccccc2)cc1 | x | x | 6% | 6% | 11% | x | -1% | -19%
c1ccc(-c2nc(Sc3ncnc4c3cnn4-c3ccccc3)n[nH]2)cc1 | -11% | 3% | -1% | 0% | -15% | 14%[10 µM] | u | u
NNC(=O)c1csc(-c2cccc(C(F)(F)F)c2)n1 | 0% | 6% | 2% | -2% | 0% | -35%[inhibitor] | -17% | 0%
CC(=O)N1CCN(c2ccccc2NC(=O)COc2cc(C)ccc2C(C)C)CC1 | -6% | -7% | -22% | -2% | 7% | 42%[10 µM] | -3% | -6%
COc1ccc(C2Nc3ccccc3-n3c(-c4ccccc4)c4c(=O)n(C)c(=O)n(C)c4c32)cc1 (configuration not stated) | x | x | 6% | -3% | -6% | x | 3% | -22%
NNC(=O)[C@H](Cc1ccccc1)NC(=O)Nc1ccc2c(c1)OCCO2 | -6% | -3% | 0% | 1% | 2% | 4%[10 µM] | -11% | -13%
Cn1c(=O)oc2cc(S(=O)(=O)NCCC(=O)NC3CCCC3)ccc21 | -15% | u | -11% | 2% | -8% | 0%[10 µM] | 0% | -6%
Cc1ccc(S(=O)(=O)N(C)C)cc1NC(=O)c1cccnc1Oc1ccccc1 | -3% | -3% | 4% | -4% | -5% | 4%[10 µM] | 1% | -11%
Cc1nc(C)c2c(c1C(F)(F)F)-c1ccccc1C2(F)F | i | -2%[11.4 µM] | -6% | 2% | 2% | 5% | -4% | -2%
CCc1ccccc1NS(=O)(=O)c1ccc2nc(-c3ccccc3)[nH]c2c1 | x | x | 1% | -1% | u | x | 13% | -6%
COCCNC(=O)COc1ccc(OCCNC[C@@H](O)COc2ccccc2)cc1 | i | x | -5% | -1% | -2% | 34% | -12% | -9%
CCn1c(CNC(=O)c2cccs2)nnc1SCC(=O)NCCc1ccccc1 | -3% | -1% | -19% | 2% | -2% | -9%[0.074 µM] | -7% | -2%

Quoted from above (3 entries):
SMILES | RECQ1 helicase | L3MBTL1 inh | TRb SRC2 PPI | TR SRC2 fluor cs | Tau FP inhib | HTT ATP protect | Tau ThT inhib | Tau fluor cs
Cn1c(=O)oc2cc(S(=O)(=O)NCCC(=O)NC3CCCC3)ccc21 | -15% | u | -11% | 2% | -8% | 0%[10 µM] | 0% | -6%
Cc1ccc(S(=O)(=O)N(C)C)cc1NC(=O)c1cccnc1Oc1ccccc1 | -3% | -3% | 4% | -4% | -5% | 4%[10 µM] | 1% | -11%
Cc1nc(C)c2c(c1C(F)(F)F)-c1ccccc1C2(F)F | i | -2%[11.4 µM] | -6% | 2% | 2% | 5% | -4% | -2%

An excerpt, so the mix of outcomes need not match the whole.
